Bioassay records: PubChem, several laboratories
MsrA inhibitor: bovine MsrA enzyme inhibitors, primary screen, biochemical, absorbance, HTS. purified bovine MsrA, absorbance read-out. Methionine sulfoxide reductase A (Bos taurus). inhibition, % at 15.5 µM. AID 651718, 2012. 360,000 compounds, 0.75% hits; in the data active = inhibition above about 4.5%;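 also: 0% = vehicle wells with enzyme and 100% = reference inhibitor wells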
MT1-MMP act inh: blockers of MT1-MMP proenzyme processing, primary screen, HT1080 RFP-PRO-GFP cells, GFP/RFP fluorescence | Matrix metalloproteinase-14 (Homo sapiens), P50281 | GFP/RFP ratio fluorescence, overnight; percent of plate control window, DMSO zero | GFP/RFP ratio change, % at 20 µM | 360,000 compounds, 0.061% hits;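 active = GFP/RFP ratio change of at least 30% with cell ATP level not reduced by more than half and red fluorescence within 50% of control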; also: strong numbers were not always called active
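Assay system: HT1080 RFP-PRO-GFP cells. Benchmarks: DMSO vehicle wells and RFP-L50D-GFP reporter cell wells. Times: overnight cell settling, then overnight compound exposure, 37 °C, 5% CO2. Compound: 20 µM single dose, 1% DMSO. Read-out basis: GFP/RFP fluorescence ratio.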
CSN deneddyl inh: inhibitors of CSN-mediated cullin deneddylation, primary screen, biochemical, fluorescence polarization, uHTS; AID 651999, 2013; 360,000 compounds, 0.38% hits; inhibition, % at 12.5 µM; COP9 signalosome complex subunit 5 (Homo sapiens), Q92905; Purified CSN, SCF-Nedd8-OG deneddylation;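 active = pattern-corrected inhibition above about 35%, with an unprinted fluorescence ratio check between 0.5 and 1.5, limit read from the data, passing the limit was not always enough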;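 also: 0% = enzyme with substrate and 100% = substrate without enzyme; some results filed as inactive read as strong as hits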
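Assay system: HEK293T-derived human Csn5 enzyme; quantity: 0.24 nM enzyme; medium: Tris/NaCl/DTT buffer, pH 7.5; also added: substrate SCFSkp2-Nedd8OG, 10 nM; doses: 12.5 µM compound; schedule: 90 min reaction at room temperature; signal: FP; read-out: % inhibition of substrate cleavage by Csn5; benchmarks: substrate-only high control, full reaction low control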
MsrA act: bovine MsrA enzyme activators, primary screen, biochemical, absorbance, HTS. Methionine sulfoxide reductase A (Bos taurus). purified bovine MsrA, absorbance read-out. activation, % at 10.6 µM. 360,000 compounds, 0.3% hits. AID 602163, 2012; in the data active = activation above about 7.5%;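 also: 0% = vehicle and 100% = reference activator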
Rpn11 inh: Rpn11 (PSMD14) deubiquitinase inhibitors, primary screen, biochemical, fluorescence polarization, uHTS; 26S proteasome non-ATPase regulatory subunit 14 (Homo sapiens), O00487; 360,000 compounds, 0.59% hits; AID 588493, 2011; calls only at 20 µM; human 26S proteasome, Ub4-pepOG fluorescence polarization; 20S core pre-blocked with epoxomicin;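 active = inhibition at 20 µM, scaled to each plate's controls, above about 33%, limit read from the data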
eLon inh: inhibitors of E. coli Lon protease, primary screen, biochemical, fluorescence polarization. P0A9M0. purified E. coli Lon protease. inhibition, % at 7.94 µM. 360,000 compounds, 0.42% hits. AID 602123, 2011; in the data active = inhibition above about 13%, passing the limit was not always enough;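 also: 0% = enzyme with probe and DMSO and 100% = no enzyme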
PABP1 MLLE inh: inhibitors of PABP1 MLLE–PAM2 peptide binding, primary screen, biochemical, fluorescence polarization, FITC-PAM2, GST-MLLE; AID 588489, 2011; Polyadenylate-binding protein 1 (Homo sapiens), P11940; inhibition, % at 20 µM; 360,000 compounds, 0.36% hits; in the data active = inhibition above about 35%, passing the limit was not always enough;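 also: plate controls were DMSO wells with GST-MLLE for no effect and wells lacking GST-MLLE protein for full effect; some results filed as inactive read as strong as hits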
Rin1-Abl PPI inh: inhibitors of Rin1-Abl protein binding, primary screen, biochemical, TR-FRET; Tyrosine-protein kinase ABL1 (Homo sapiens) + Ras and Rab interactor 1 (Homo sapiens), …; inhibition, % at 7.35 µM; 360,000 compounds, 0.4% hits; AID 588664, 2011; in the data active = inhibition above about 5%, passing the limit was not always enough
FAS TE block: FAS thioesterase domain inhibitors, primary screen, biochemical, fluorescence intensity, uHTS; recombinant FAS-TE, OMFH fluorogenic substrate, fluorescence endpoint; inhibition, % at 15 µM; 360,000 compounds, 0.67% hits; AID 602261, 2012;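 active = compounds whose normalised, plate-corrected inhibition of enzyme fluorescence in the single-dose primary screen is 50% or more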;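 also: 0% = DMSO with enzyme and 100% = substrate without enzyme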
The depositor's hits bear a star; i = inactive; / = no result given.

SMILES	MsrA inhibitor	MT1-MMP act inh	CSN deneddyl inh	MsrA act	Rpn11 inh	eLon inh	PABP1 MLLE inh	Rin1-Abl PPI inh	FAS TE block
S=C1NCN(CCc2ccccc2)CN1Cc1ccccc1	-0.1	1.0	4.1	1.1	i	-8.7	-99.1	0.0	7.7
CCOc1ccc(C(=O)NC2CCN(C(=O)Nc3ccccc3OC)CC2)cc1	-0.8	-5.4	4.2	-0.1	i	-4.0	5.3	-4.8	-1.7
CNC(=O)OCc1nc(SC2CCCCO2)n(C)c1COC(=O)NC (stereo not given)	-0.9	-0.4	-3.7	-14.9	i	-11.6	-95.1	3.1	-7.5
CNC(=O)c1c(NC(=O)c2cccc(C)c2)sc2c1CCC2	3.8	-14.3	4.2	-6.4	i	-10.8	5.5	-1.0	20.9
O=C(NC(=S)NCCSc1ccccc1)c1cccnc1	-0.1	4.4	-4.4	1.7	i	-8.6	33.4	-2.1	-4.5
O=C(CCN1CCN(c2ccccc2)CC1)Nc1nccs1	0.8	0.9	-5.4	-1.7	i	0.6	-16.1	1.9	-3.6
N#CCOc1nc(N2CCCCC2)nc(N2CCCCC2)n1	0.3	0.7	-1.2	-5.3	i	-6.2	-8.7	7.0	5.0
O=C(NN1CCOCC1)c1ccc(Cl)cc1[N+](=O)[O-]	0.8	1.2	-4.7	-6.7	i	-2.7	1.6	-0.3	-6.7
Cc1cc2nc(-c3ccco3)c(Cc3ccccc3C(F)(F)F)n2c(C)c1Br	0.5	-2.7	32.6	-6.5	/	6.5	/	/	22.9
Cc1oc(CC(C)C)cc1C(=O)NCCCC(=O)O	-0.1	2.6	-7.1	-0.6	i	-4.9	4.5	-2.9	-5.6
O=C(NC(=S)N1CCN(c2ccc(O)cc2)CC1)c1cccs1	1.1	8.3	0.2	-9.5	i	-5.3	-3.0	0.7	-4.5
CN(CC(=O)Nc1ccc(F)cc1)C(=O)c1ccc(OCc2ccccc2)cc1	-1.4	23.4	-1.8	-9.9	i	11.2	-44.9	4.6	-1.2
Nc1nnn(CC(=O)N/N=C/c2ccc(O)cc2)n1	1.5	14.3	-1.6	-0.2	i	6.1	12.1	0.3	-6.6
COc1cc(/C=C/C(=O)O)cc(OC)c1O	-0.1	-1.0	-4.4	-2.2	i	0.4	10.4	-4.7	-2.3
Brc1ccc(C2Nc3cccc4cccc(c34)N2)o1	/	0.0	8.2	-9.7	i	-2.4	36.1	1.2	25.1
Brc1c(CSc2nnc(-c3ccco3)o2)nc2ccccn12	-1.2	19.9	-0.4	0.6	i	-3.2	4.2	0.8	-6.1
COc1ccc(C(=O)Nc2nnc(S(=O)(=O)N3CCCCCC3)s2)cc1OC	0.8	0.1	0.5	-10.8	i	-9.7	-11.1	-3.0	-5.2
COc1ccc(NC(=O)CN2C(=O)COc3ccc(S(=O)(=O)N4CCOCC4)cc32)cc1Cl	-1.1	2.9	1.5	0.9	i	-9.0	0.5	0.0	8.4
CCOCCN1CCN(c2c3c(nc4cc(-c5ccc(F)cc5)nn24)CCC3)CC1	-0.5	1.9	-0.3	-9.0	i	-7.0	5.4	0.0	11.9
N#Cc1ccc(OC(=O)Cc2ccsc2)cc1	0.3	-4.4	0.9	-2.6	i	2.7	-5.9	-1.6	-2.1
CCOc1ccc(CCNC(=O)COC(=O)c2nc(Cl)ccc2Cl)cc1OCC	-1.5	-2.9	0.4	1.1	i	-9.7	-31.4	1.6	-3.3
Cc1cccc(N2CCN(C(=O)CN3C(=O)C4CC=CCC4C3=O)CC2)c1C (stereo not given)	0.8	1.0	8.6	-3.5	i	1.1	-6.8	-0.9	-1.0
CC(C)c1c(O)nc(SCC(=O)N2CCOCC2)[nH]c1=O	0.8	-3.8	-6.8	-2.8	i	-4.5	-0.4	1.5	-13.3
c1ccc(-c2cn3nc(-c4ccccc4)cnc3n2)cc1	0.0	3.3	-6.4	-0.1	i	-6.9	-4.3	-2.0	-8.4
O=C(COC(=O)c1ccccc1N1C(=O)C2C3CCC(C3)C2C1=O)c1ccccc1 (stereo not given)	-0.5	-3.9	3.8	-4.7	i	-9.4	-7.1	2.1	0.9
CCOc1ccc(S(=O)(=O)N2CCC(C(=O)NCC3CCCO3)CC2)cc1Cl (stereo not given)	-0.5	-2.4	-0.2	-8.9	i	0.4	8.2	1.2	-3.7
Cc1cc(C(F)(F)F)nc(-n2cc(-c3cccc(N)c3)nn2)n1	0.9	0.1	6.3	-2.9	i	-6.0	0.1	2.2	0.3
COc1ccc(-c2nnc(SCC(=O)N3CCCCC3)o2)cc1OC	-0.3	2.7	-1.3	-0.9	i	-0.2	8.3	-1.3	-0.2
CC(=O)Nc1ccccc1OCC(O)CS(=O)(=O)c1ccc(C(F)(F)F)cn1 (stereo not given)	-1.5	1.8	0.9	-3.7	i	-3.7	12.5	-1.8	-2.8
Cc1cc(C)n(-c2cccc3cccnc23)n1	1.1	0.5	0.7	-2.5	i	3.2	-7.9	-1.4	-9.6
Cc1ccn2c(-c3csc(Nc4ccc(C(=O)O)cc4)n3)c(C)nc2c1	2.3	0.2	4.3	-4.9	i	1.5	3.1	0.2	-11.2
CN(C)c1ccc(C(=O)C=Cc2ccc([N+](=O)[O-])cc2)cc1	0.9	3.5	3.5	-1.9	i	-7.3	-36.5	0.0	-4.1
N/C(CCS(=O)(=O)c1ccc(Cl)cc1)=N\OC(=O)c1ccccc1C(F)(F)F	0.8	2.5	-0.4	-1.0	i	4.8	-5.2	2.5	-1.9
Cc1nnc(N/N=C/c2ccc(O)c([N+](=O)[O-])c2)[nH]c1=O	2.7	1.4	-6.1	-3.4	i	4.8	4.4	-6.8	-7.7
CCCCCC(=O)Nc1sc(C)c(C)c1C#N	-0.5	0.7	3.7	-2.7	i	-15.0	7.1	-4.4	3.0
CCC(C)CCN1C(Nc2ccccc2)=NC[C@@H]1Cc1ccccc1 (stereo not given in full)	0.3	1.0	-1.2	-1.9	i	5.6	11.1	0.3	-48.7
Cn1ccc2c(-c3ccc(F)cc3)cc3c(c21)C1CCC3C1 (stereo not given)	1.5	11.1	0.7	-4.7	i	-1.9	7.7	2.1	21.6
COc1ccccc1NC(=O)COC(=O)CC(C)(C)CC1=NS(=O)(=O)c2ccccc2N1	0.5	2.9	0.8	-1.9	i	1.0	1.9	0.7	-4.7
CC1CCCCC12NC(=O)N(CC(=O)N1CCN(C(=O)c3ccco3)CC1)C2=O (stereo not given)	1.1	-3.7	-1.2	-1.0	i	-7.8	-1.6	4.5	-7.6
COc1ccc(Cc2nnc(Cl)c3ccccc23)cc1OC	-1.3	8.8	7.2	-2.7	i	-4.1	-9.4	-0.1	-4.2

Shown with each value named: 2 of the compounds above.
COc1ccccc1NC(=O)COC(=O)CC(C)(C)CC1=NS(=O)(=O)c2ccccc2N1
  MsrA inhibitor: 0.5
  MT1-MMP act inh: 2.9
  CSN deneddyl inh: 0.8
  MsrA act: -1.9
  Rpn11 inh: i
  eLon inh: 1.0
  PABP1 MLLE inh: 1.9
  Rin1-Abl PPI inh: 0.7
  FAS TE block: -4.7

Cn1ccc2c(-c3ccc(F)cc3)cc3c(c21)C1CCC3C1 (stereo not given)
  MsrA inhibitor: 1.5
  MT1-MMP act inh: 11.1
  CSN deneddyl inh: 0.7
  MsrA act: -4.7
  Rpn11 inh: i
  eLon inh: -1.9
  PABP1 MLLE inh: 7.7
  Rin1-Abl PPI inh: 2.1
  FAS TE block: 21.6

Later entries:
SMILES	MsrA inhibitor	MT1-MMP act inh	CSN deneddyl inh	MsrA act	Rpn11 inh	eLon inh	PABP1 MLLE inh	Rin1-Abl PPI inh	FAS TE block
CC(C)[C@H](N[C@@H](C)c1ccccc1)c1c(O)ccc2ccccc12	0.3	2.3	-1.7	-1.0	i	-7.5	-4.0	3.9	16.9
O=C(Nc1ccc(N2CCOCC2)c(S(=O)(=O)Nc2ccccc2Cl)c1)c1ccc(=O)[nH]n1	0.7	-0.2	0.2	-2.9	i	5.0	-12.8	-1.4	2.4
CCCCOc1ccc(/C=N/NC(=O)C2CCCNC2=O)cc1 (stereo not given)	-0.5	1.2	1.3	-0.5	i	-4.6	3.0	0.2	-3.8
COc1ccc2cc(CCNC(=O)c3cccs3)c(=O)[nH]c2c1	1.9	-0.8	-4.0	-8.1	i	5.0	4.9	-2.0	-5.6
S=C(NCCc1ccc(Cl)cc1)NC1CCCC1	-1.0	5.7	-0.8	-3.6	i	-2.4	-72.1	-2.7	2.7
CC(C)n1c(=S)[nH]c2cc(C(F)(F)F)ccc21	-0.6	-0.5	1.4	-1.9	i	-3.5	-121.9	-1.8	-0.6
C/C(=N\Nc1nc2ccccc2[nH]1)c1ccccn1	2.1	-15.6	5.9	2.1	i	-13.7	-35.0	-3.3	-10.1
Cc1cc(C)c(C)c(S(=O)(=O)Nc2cccnc2)c1C	0.1	2.4	-2.0	-1.5	i	-10.6	5.6	0.7	6.1
CC1Cc2ccccc2N1C(=O)CSc1nnc(-c2ccc(S(=O)(=O)N3CCCC3)cc2)n1C (stereo not given)	-1.1	-0.8	-10.8	-4.5	i	4.2	-5.7	1.3	-2.3
COC(=O)C[C@@H]1C[C@H]2c3cc(NS(C)(=O)=O)ccc3O[C@H]2[C@H](CO)O1	0.2	6.3	-0.5	1.1	i	-6.4	-12.9	-0.4	-6.6
CCn1c(COc2cccc(OC)c2)nnc1SCC(=O)Nc1cc(OC)ccc1OC	-0.6	4.4	1.6	-4.4	i	-6.0	6.1	-2.4	-2.5
COc1ccc(C)cc1NC(=O)c1ccc2c(SCC(=O)O)c3c(nc2c1)CCCC3	-0.2	4.1	-5.1	-6.6	i	-1.6	1.4	-3.9	0.3
COC(=O)NCC1(C)CC(NC(=O)OC)CC(C)(C)C1 (stereo not given)	0.4	2.8	-1.2	-1.6	i	2.1	-6.4	-7.4	-5.0
Cc1ccc(O)c(C2=NCCNC(C(F)(F)F)=C2)c1	2.4	5.8	-4.9	-2.1	i	-9.7	1.4	-6.9	-6.7
O=C(Nc1ccccc1F)N1CCc2ccccc2C1	-0.4	-0.9	-1.2	-1.4	i	-9.9	-22.0	2.5	-7.1
COc1cc(C2C(C(C)=O)=C(O)C(=O)N2CCc2ccc(OC)c(OC)c2)ccc1O (stereo not given)	1.3	4.3	0.8	-7.1	i	-2.9	3.6	3.5	-6.8
O=C(Nc1nn[nH]n1)c1cccc(Oc2ccccc2)c1	-0.1	4.3	-3.3	-0.1	i	1.4	4.0	-0.9	-4.4
CC(C)CN(C(=O)C1CCCCC1)C1CCS(=O)(=O)C1 (stereo not given)	-0.5	1.3	-5.5	0.0	i	-11.4	3.0	2.8	-6.2
NS(=O)(=O)c1ccc(NC(=O)COC(=O)CSc2n[nH]c(-c3ccccc3)n2)cc1	0.2	-0.7	-0.1	-1.7	i	-14.6	-49.5	-0.2	-6.7
CC(=O)c1sc(C(C)(C)C)cc1NC(=O)CCC(=O)O	1.5	2.0	0.8	-1.5	i	1.9	2.1	-7.8	-6.2
